High-throughput results deposited in PubChem BioAssay by several laboratories.
PAD4 inh: blocks human protein arginine deiminase 4; Q9UM07; recombinant PAD4, RCA probe fluorescence polarization; inhibition, % at 6.36 µM; 330,000 compounds, 0.41% hits; AID 485272;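 active means percent inhibition above a cutoff equal to the mean of all tested compounds plus 3 SD, cut at about 15% in these data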;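 further: 0% = PAD4 with RCA probe and DMSO and 100% = probe without PAD4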
GLD-1 TGE inh: GLD-1-TGE RNA interaction inhibition (C. elegans); Q17339; purified GLD-1 + fluorescein TGE RNA, fluorescence polarization; inhibition, % at 5.96 µM; 320,000 compounds, 0.44% hits;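 active means percent inhibition above a per-plate cutoff, the plate mean of test compounds plus 3 SD, cut at about 30% in these data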;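 further: 0% = DMSO wells with GLD-1 and probe and 100% = wells lacking GLD-1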
MCL1-BIM inh: inhibitors of human MCL1 binding to BIM-BH3 peptide. Q07820. GST-MCL1 / FITC-Bim-BH3 fluorescence polarization. inhibition, % at 10.9 µM. 320,000 compounds, 0.68% hits. AID 2057;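 active means inhibition above the mean inhibition of all tested compounds plus 3 SD, set per campaign, cut at about 40% in these data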;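 further: 0% = DMSO wells and 100% = unlabeled Bim-BH3 peptide control; higher means more loss of mP so more displacement of Bim peptide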
Target sequence (Q07820 whole entry, looked up): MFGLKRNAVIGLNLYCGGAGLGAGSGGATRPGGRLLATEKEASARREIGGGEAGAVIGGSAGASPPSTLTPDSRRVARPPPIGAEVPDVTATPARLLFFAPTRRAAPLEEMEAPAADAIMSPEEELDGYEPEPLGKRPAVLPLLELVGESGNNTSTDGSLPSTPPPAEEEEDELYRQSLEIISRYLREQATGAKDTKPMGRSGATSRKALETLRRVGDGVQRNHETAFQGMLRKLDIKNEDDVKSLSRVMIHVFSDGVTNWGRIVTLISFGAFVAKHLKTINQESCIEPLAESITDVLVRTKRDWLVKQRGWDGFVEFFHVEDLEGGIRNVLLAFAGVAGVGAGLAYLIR
TPT1 inh: inhibitors of Candida albicans tRNA 2'-phosphotransferase TPT1. recombinant caTPT1, FP RNA substrate dephosphorylation. inhibition, % at 5 µM. 300,000 compounds, 0.81% hits. AID 1962;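 active means inhibition above the mean of all tested compounds plus 3 SD, set per screening campaign, cut at about 24% in these data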;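 further: plate controls were DMSO alone for no effect and ferristatin control at 100 nM for full effect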
GSTO1 inh: GSTO1 inhibition, counter-screen for RBBP9 inhibitors | P78417 | recombinant GSTO1, activity-based probe fluorescence polarization | inhibition, % at 5.96 µM | 300,000 compounds, 1.1% hits | AID 1974;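 active means inhibition above the campaign mean inhibition plus 3 SD, cut at about 35% in these data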;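 further: 0% = GSTO1-1 with DMSO and 100% = wells lacking GSTO1-1 enzyme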
Target sequence (P78417 whole entry, looked up): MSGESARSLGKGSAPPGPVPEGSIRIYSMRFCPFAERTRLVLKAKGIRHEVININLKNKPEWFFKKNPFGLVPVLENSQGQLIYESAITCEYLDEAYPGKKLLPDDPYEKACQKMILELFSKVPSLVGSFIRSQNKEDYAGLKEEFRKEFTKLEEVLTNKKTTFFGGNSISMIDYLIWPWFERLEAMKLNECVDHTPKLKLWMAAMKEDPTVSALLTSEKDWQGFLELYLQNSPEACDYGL
PME-1 inh: PME-1 (human) inhibition. recombinant PME-1, FP-Rh probe fluorescence polarization. 320,000 compounds, 0.53% hits. inhibition, % at 5.9 µM. Q9Y570;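 active means inhibition above the campaign mean of all compounds plus 3 SD, cut at about 26% in these data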;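 further: competitive labeling of PME-1 active site by serine hydrolase directed probe; 0% = PME-1 with DMSO and 100% = wells lacking PME-1 enzyme; inhibitors block probe labeling so polarization falls and inhibition rises; many of its hits are not listed in these tables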
Fam108B inh: Fam108B inhibition, counter-screen for RBBP9 inhibitors. recombinant Fam108B, FP-Rh probe fluorescence polarization. inhibition, % at 9.51 µM. 300,000 compounds, 0.33% hits. AID 1947;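 active means inhibition above the screen mean inhibition plus 3 SD, computed separately per campaign, cut at about 18% in these data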;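 further: inhibitors lower polarization as less probe binds the enzyme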
MEX-5 binding: C. elegans MEX-5 TCR-2 RNA binding activity; Q9XUB2; MEX-5/FITC-TCR2 RNA binding, fluorescence polarization; hits give low values; activity score (negative = inhibition of binding), % at 10 µM; 300,000 compounds, 0.38% hits; AID 1832;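 active means inhibition past about -25% in most replicates, and total fluorescence under double the plate's negative control median, limit read from the data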;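 further: 0% = DMSO and -100% = 5 µM competing unlabeled TCR2 RNA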
BCLXL inh: Bcl-xL (human) inhibition | inhibition, % at 10.9 µM | GST-Bcl-xL / FITC-Bim BH3 peptide fluorescence polarization | 320,000 compounds, 0.7% hits;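 active means inhibition above the mean of all tested compounds plus 3 SD, cutoff set per campaign, cut at about 30% in these data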;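 further: 0% = DMSO wells and 100% = unlabeled Bim-BH3 peptide competitor; inhibitors lower millipolarization by displacing the labeled peptide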
Target sequence (Q07817 whole entry, looked up): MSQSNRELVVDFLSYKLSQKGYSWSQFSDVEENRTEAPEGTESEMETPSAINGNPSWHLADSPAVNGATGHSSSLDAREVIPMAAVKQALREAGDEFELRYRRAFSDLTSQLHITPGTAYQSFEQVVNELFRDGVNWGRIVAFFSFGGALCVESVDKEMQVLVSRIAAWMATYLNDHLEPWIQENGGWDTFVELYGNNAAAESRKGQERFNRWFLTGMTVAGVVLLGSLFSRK
* = called active by the depositor; x = not tested or not shown. This is a subset; rates above refer to the full screens.

No.	molecule	PAD4 inh	GLD-1 TGE inh	MCL1-BIM inh	TPT1 inh	GSTO1 inh	PME-1 inh	Fam108B inh	MEX-5 binding	BCLXL inh
1	Clc1ccc(Cn2nnc(-c3ccc(CN4CCOCC4)cc3)n2)cc1	-3	3	12	-5	-1	2	-3	-1.8	16
2	Cc1ccc(C2NC(=O)c3c(sc4c3CCN(C)C4)N2)o1 (stereo not drawn)	-3	5	37	0	0	4	-3	-10	40*
3	CCOC(=O)c1sc2nc(CSc3ccccc3)nc(N3CCC(C(N)=O)CC3)c2c1C	40*	2	-5	-1	-7	2	1	-5.3	-1
4	O=C(Nc1ccccc1Cl)c1ccc2nc(N3CCOCC3)sc2c1	-1	3	-2	-1	2	-3	-2	-0.3	4
5	CCCS(=O)(=O)c1nc(S(=O)(=O)c2ccc(C)cc2)c(N2CCC(C(N)=O)CC2)s1	1	7	6	0	-5	-1	-1	0.1	7
6	COc1cccc(NC(=O)CCC(=O)N2CC(C)Oc3ccc(C)cc32)c1 (stereo not drawn)	-4	-7	12	-1	-2	4	1	0.6	4
7	COC(=O)c1c(NC(=O)C(=O)N2CCOCC2)sc2c1CCCC2	0	0	7	-1	7	0	-1	-0.8	3
8	CCOc1ccc(-n2nnnc2-c2nc3ccccc3s2)cc1	-2	1	4	-2	1	-4	1	1.1	2
9	Cc1nn(-c2nc3ccccc3s2)c(N)c1-c1ccc(Cl)cc1	2	5	-2	-8	3	0	0	-0.5	4
10	COc1ccc(C=C2C(=O)c3ccccc3C2=O)cc1O	-30	-7	-7	5	9	5	3	-0.7	4
11	CC1(C)Cc2c(sc3c2c(=N)n(Cc2ccco2)c(=O)n3CC(=O)Nc2ccccc2)CO1	-7	-3	4	-2	-8	-1	-3	7.7	-2
12	Cc1cccc(CN2C(=O)[C@H]3Cc4c([nH]c5ccccc45)C(C)(C)N3C2=O)c1	0	-5	1	-6	-2	4	-1	0.8	1
13	Cc1c(Cl)cccc1NC(=O)COC(=O)Cn1cnc2c1c(=O)n(C)c(=O)n2C	3	3	-7	x	x	-3	x	x	-12
14	Cc1nn(Cc2ccc(C(=O)Nc3ccc(C(=O)OC(C)C)cc3)o2)c(C)c1Cl	-3	0	1	2	-7	-11	-7	-0.8	4
15	COc1ccc(-c2c(-c3cc(OC)cc(OC)c3)n(C)c3ccc(-c4ccn[nH]4)cc23)cc1	-1	-7	12	x	x	-3	x	x	3
16	C=CCN(CC=C)C(=O)CN1C(=O)NC(C)(c2ccc3cc(OC)ccc3c2)C1=O (stereo not drawn)	-2	5	-2	-1	-6	0	-2	-1.8	2
17	CC(C)c1nc2cc(C(=O)N3CCNC(=O)C3c3cccc(F)c3)ccc2o1 (stereo not drawn)	0	-3	10	0	-3	-1	7	1.9	5
18	NS(=O)(=O)c1cccc(NS(=O)(=O)c2ccc3ccccc3c2)c1	-4	-4	-7	-1	2	0	0	-1.3	0
19	CN(C)S(=O)(=O)N1CCC(Oc2ccc(C(=O)NC3Cc4ccccc4C3)cc2)CC1	-2	9	0	0	-4	2	2	0.4	2
20	CC1CN(C(=O)CN2C(=O)c3ccccc3S2(=O)=O)CC(C)O1 (stereo not drawn)	0	-6	1	-2	2	0	-3	0.4	0
21	COc1ccc(/C=C(\C#N)C(=O)OCC(=O)Nc2c(C)cccc2C(C)C)cc1	-3	3	-7	2	-5	-5	-9	0.2	-4
22	Cc1cccc(C)c1NC(=O)NCc1ccco1	-3	-1	1	-3	-1	2	-2	1.3	6
23	COc1ccc([N+](=O)[O-])cc1N(CC(O)CN(CC(C)C)CC(C)C)S(=O)(=O)c1ccc(C)cc1 (stereo not drawn)	0	8	0	4	-1	3	-5	3.1	4
24	Cc1ccc(C)c(NS(=O)(=O)c2cc(C(=O)Nc3ccccc3-c3ccccc3)ccc2C)c1	4	1	3	3	-14	-42	-31	-0.3	4
25	C=C(C)CN(CC)c1ccc(N2C(=O)CCCC2=O)cc1[N+](=O)[O-]	2	-2	2	-4	-1	0	9	-0.4	1
26	CCCCNC(=O)N1CCOCCOCCN(C(=O)NCCCC)CCOCCOCC1	-2	7	-1	-3	11	-2	1	-0.6	1
27	COc1ccc(OC)c(Nc2c3c(nc4ccccc24)CCC3)c1	-2	4	1	-4	15	8	16	2.0	5
28	CCOc1cc(C(=O)OCC(=O)Nc2cccc(C)c2)ccc1OCC(=O)N1CCOCC1	0	10	2	0	2	5	-2	1.0	2
29	O=C1CCCCC1C(=O)c1cn(-c2ccc(Cl)c(Cl)c2)nn1 (stereo not drawn)	-1	-3	-8	1	-5	2	0	-1.8	-2
30	O=C(NCC1CCCO1)c1cn(-c2ccccc2)nc1-c1ccc(F)cc1 (stereo not drawn)	-4	2	1	-1	2	7	-1	-0.1	2
31	CC(C)CNC(=O)c1cccc(NC(=O)c2ccc(NC(=O)c3ccco3)cc2)c1	-3	2	1	2	3	-10	-6	-1.8	6
32	Cc1ccc(C)c(S(=O)(=O)N2CCCOC2CNC(=O)C(=O)NCCCN2CCOCC2)c1 (stereo not drawn)	2	4	-9	4	-1	-1	-1	-3.1	-4
33	Cc1cc(C(=O)COC(=O)c2nccnc2N)c(C)n1C	0	0	-1	-4	8	4	0	-3.7	0
34	COc1cccc(-n2nnnc2SCC(=O)c2ccc(NC(C)=O)cc2)c1	-1	4	5	-3	8	-6	-2	1.0	4
35	Cc1ccc(NC(=O)CN(C)C(=O)CCSc2ccc(F)cc2)cc1	1	0	-3	x	x	1	x	x	-3
36	CC(=O)Nc1ccc(Cl)c(C(N)=O)c1	-1	4	-2	0	0	0	-2	0.2	-2
37	COc1ccc(CN(C(=O)c2nsc(Cl)c2Cl)C(C(=O)NC2CCCC2)c2ccc(C)cc2)cc1 (stereo not drawn)	1	-14	-1	0	4	0	-12	-1.0	-2
38	O=C(CN1CCN(C(=O)C2CCCO2)CC1)Nc1cc(C(F)(F)F)ccc1Cl (stereo not drawn)	-5	8	8	3	1	-4	-4	2.3	3
39	O=C(CSc1n[nH]c(-c2ccccn2)n1)Nc1ccc(Cl)cc1	1	0	5	-1	16	-6	0	-0.9	-3
40	O=C(O)c1cc2[nH]c3c(c2cc1Cl)CCCC3	5	6	4	-2	2	1	0	-4.1	5

7 of these compounds, reformatted.
Value order: PAD4 inh, GLD-1 TGE inh, MCL1-BIM inh, TPT1 inh, GSTO1 inh, PME-1 inh, Fam108B inh, MEX-5 binding, BCLXL inh
[33] Cc1cc(C(=O)COC(=O)c2nccnc2N)c(C)n1C
→ 0, 0, -1, -4, 8, 4, 0, -3.7, 0
[34] COc1cccc(-n2nnnc2SCC(=O)c2ccc(NC(C)=O)cc2)c1
→ -1, 4, 5, -3, 8, -6, -2, 1.0, 4
[35] Cc1ccc(NC(=O)CN(C)C(=O)CCSc2ccc(F)cc2)cc1
→ 1, 0, -3, x, x, 1, x, x, -3
[36] CC(=O)Nc1ccc(Cl)c(C(N)=O)c1
→ -1, 4, -2, 0, 0, 0, -2, 0.2, -2
[37] COc1ccc(CN(C(=O)c2nsc(Cl)c2Cl)C(C(=O)NC2CCCC2)c2ccc(C)cc2)cc1 (stereo not drawn)
→ 1, -14, -1, 0, 4, 0, -12, -1.0, -2
[38] O=C(CN1CCN(C(=O)C2CCCO2)CC1)Nc1cc(C(F)(F)F)ccc1Cl (stereo not drawn)
→ -5, 8, 8, 3, 1, -4, -4, 2.3, 3
[39] O=C(CSc1n[nH]c(-c2ccccn2)n1)Nc1ccc(Cl)cc1
→ 1, 0, 5, -1, 16, -6, 0, -0.9, -3

Next part.
No.	molecule	PAD4 inh	GLD-1 TGE inh	MCL1-BIM inh	TPT1 inh	GSTO1 inh	PME-1 inh	Fam108B inh	MEX-5 binding	BCLXL inh
41	CCOC(=O)c1cc(S(=O)(=O)NC2CCCCC2)cn1C	3	1	6	-3	6	0	-1	0.4	13
42	C/C(=C\c1ccccc1)C(=O)NCCN1CCOCC1	2	9	15	-1	4	-2	7	-0.2	8
43	CCN(CC)CC(=O)N1c2ccccc2Sc2ccc(Cl)cc21	-2	0	3	3	-3	-2	1	-1.8	4
44	Cc1noc(C)c1S(=O)(=O)N(CC(=O)N1CCc2ccccc21)c1ccc(C(C)C)cc1	3	-1	2	-3	8	-4	2	1.4	5
45	Cc1c(CC(=O)O)c(=O)oc2c(C)c(OCc3nn[nH]n3)ccc12	0	-3	11	0	-4	-1	1	4.1	8
46	CC(=O)Nc1ccc(NC(=O)c2c(C)nn(Cc3ccccc3)c2Cl)cc1	3	6	-7	0	-2	0	-1	0.6	-2
47	COc1ccc(Br)cc1S(=O)(=O)N(CC(=O)N1CCOCC1)c1ccccc1	1	-7	-2	43*	-1	-7	6	0.1	-3
48	CCCc1cc(=O)oc2c(C)c(OCc3nn[nH]n3)ccc12	-2	-1	10	-4	-9	1	0	1.5	7
49	O=C(N/N=C1\CCCc2ccccc21)c1ccc([N+](=O)[O-])cc1	-5	16	2	-2	2	5	4	-0.4	2
50	CCN1CCN(S(=O)(=O)c2ccc3c(c2)NC(=O)CS3)CC1	-2	6	2	-5	7	5	3	-2.7	4
51	O=C(CC1SC2=NCCN2C1=O)Nc1ccccc1 (stereo not drawn)	-1	-1	0	-6	4	6	0	0.4	4
52	O=C(NCCCO)c1cc2c([nH]c3ccccc32)c(-c2ccc(F)cc2)n1	36*	-5	9	1	-12	-9	-4	-8.9	9
53	CCc1ccc(C(=O)NC2CCCCC2)s1	2	2	4	-3	2	-3	-4	-2.4	1
54	COc1ccc(NC(=O)CCNC(=O)C2CCN(S(=O)(=O)c3ccc(F)cc3)CC2)cc1OC	-4	2	-3	-1	2	12	-1	0.3	3
55	Cc1cccc(NC(=O)/C(C#N)=C/c2cn(CC(=O)NCc3ccco3)c3ccccc23)c1C	-10	4	10	1	-12	-41	-35	3.2	-3
56	CC(=O)Nc1ccc(S(=O)(=O)N(C)CC(=O)Nc2ccc(F)c(F)c2F)cc1	0	3	-6	x	x	-1	x	x	-2
57	Cc1cc(-c2ccccc2)c2c(=O)n(-c3ccccc3)[nH]c2n1	5	-5	1	0	9	-1	0	0.0	11
58	COc1ccc(C(CCNCc2ccc(N(C)C)cc2)c2ccccc2)cc1 (stereo not drawn)	1	5	5	-1	1	-2	2	3.7	2
59	O=C1NC(c2ccccc2)=CC(c2ccccc2O)N1 (stereo not drawn)	-1	2	0	1	6	1	-3	4.0	-1
60	C/C(CC(=O)Nc1ccccc1Cl)=N\NC(=O)C(=O)NCCO	4	2	1	2	-1	0	-2	2.1	-1
61	Cc1ccccc1S(=O)(=O)Cc1ccc(C(=O)N2CC(C)CC(C)C2)o1 (stereo not drawn)	6	5	1	-6	10	0	-2	2.2	7
62	CC(C)NC(=O)N(O)C1N(Cc2ccc3c(c2)OCO3)C(=S)SC1(C)C (stereo not drawn)	1	7	3	-10	0	10	4	-4.5	11
